# DUSP3 inh – VHR1 (DUSP3) phosphatase inhibition. 0.7% of 50,000 active. inhibition, % at 20 µM. P51452. recombinant VHR phosphatase, colorimetric substrate read-out; in the data active = inhibition above about 60%; note: some results filed as inactive read as strong as hits
# Target sequence (P51452 whole entry, looked up): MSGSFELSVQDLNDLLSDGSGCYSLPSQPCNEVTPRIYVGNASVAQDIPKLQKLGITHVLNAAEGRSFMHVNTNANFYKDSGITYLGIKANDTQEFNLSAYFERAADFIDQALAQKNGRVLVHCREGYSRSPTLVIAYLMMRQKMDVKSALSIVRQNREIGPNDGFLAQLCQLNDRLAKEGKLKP
# The depositor's hits bear a star.
SMILES,DUSP3 inh
CC(=O)Nc1ccc(/C=C(/C#N)C(=O)N/N=C/c2ccc(NC(C)=O)cc2)cc1,-8
Cc1ccc2nc(-c3ccc(C)c(NC(=O)c4cccc([N+](=O)[O-])c4C)c3)oc2c1,-1
COc1ccc(NC(=O)COc2ccc(Cl)cc2Cl)cc1,19
CC(C)Oc1ccc(C(=O)Nc2nc(-c3ccc(F)cc3F)cs2)cc1,4
Clc1cccc(Nc2nc3c(s2)CCCC3)c1,-5
COc1cccc(C(=O)NC(NC(=S)Nc2ccc(C)cc2)C(Cl)(Cl)Cl)c1 (stereo not drawn),23
CCC1(C)CC(CCNCc2ccc(N(C)C)cc2)(c2ccccc2OC)CCO1 (stereo not drawn),28
COc1cccc(C(=O)NNC(=O)CCC(=O)O)c1,-6
COC(=O)c1cccc(NC(=O)CC(=O)c2ccccc2)c1,-1
CC1=NN(c2cccc(C(=O)O)c2)C(=O)/C1=C\c1ccco1,-8
CCCCCC(=O)N/N=C/c1ccccc1,-2
CC1(C)Cc2nc(N)c(C#N)cc2CO1,-34
CCOC(=O)C1=C(C)N=c2s/c(=C\c3ccc(O)c(OC)c3)c(=O)n2C1c1ccc(OC)cc1 (stereo not drawn),0
Cc1cccc(NC(=O)CC2SC(N)=NC2=O)c1C (stereo not drawn),1
O=C1/C(=C/c2ccccc2Cl)SC(=S)N1c1ccc(O)cc1,2
Cc1ccc(C(C)NC(=O)Cc2ccccc2)cc1 (stereo not drawn),-12
CC1CC(C)CN(C(=O)/C=C/c2ccc3c(c2)OCO3)C1 (stereo not drawn),-20
CCn1c2ccccc2c2cc(C=Nc3ccccc3C(=O)Nc3ccccc3)ccc21,-7
Cc1ccc(OCC(=O)NCCCN2CCOCC2)c(Br)c1,-36
CCn1c(SCC(=O)c2ccc(Cl)cc2)nc2ccccc2c1=O,4
O=[N+]([O-])c1cc(Br)c2nsnc2c1N1CCOCC1,-2
CCOc1ccccc1/C=C1\C(=O)N(CCOC)C(C)=C1C(=O)OC,7
CC(C)COc1ccc(C(=O)Nc2ccc(N3CCOCC3)cc2)cc1,-12
COc1cccc(NC(=O)CN(c2cccc([N+](=O)[O-])c2)S(=O)(=O)c2ccccc2)c1,-23
Cc1cc(C)cc(NC(=O)COc2cccc(Cl)c2)c1,3

# Grouped by structure: those above with four or more nitrogen atoms
SMILES,DUSP3 inh
CC(=O)Nc1ccc(/C=C(/C#N)C(=O)N/N=C/c2ccc(NC(C)=O)cc2)cc1,-8
O=[N+]([O-])c1cc(Br)c2nsnc2c1N1CCOCC1,-2

# (more compounds)
SMILES,DUSP3 inh
Cc1ccc(C)c(C(O)(c2ccccc2)c2cnc(C(C)C)n2C)c1 (stereo not drawn),-11
O=C(CCc1ccccc1)Nc1sc2c(c1C(=O)O)CCCC2,-3
O=c1[nH]c(=O)n(Cc2ccc(F)cc2)c(O)c1/C=C1\C=Nc2ccccc21,21
O=C(O)c1ccc(NS(=O)(=O)c2cccc3cccnc23)cc1O,27
CC1=NN(c2cccc(C(F)(F)F)c2)C(=O)/C1=C/c1cccs1,-13
NS(=O)(=O)c1ccc(CCNC(=O)c2cccc(C#CC3(O)CCCCC3)c2)cc1,-6
Oc1ccc(Br)cc1CN1CCN(Cc2ccccc2Cl)CC1,8
O=C(Nc1cc(C(F)(F)F)ccc1Cl)c1nn2c(c1Br)NC(c1cccs1)CC2C(F)(F)F (stereo not drawn),-15
COc1ccc2oc(=O)c(C(=O)Nc3cccc(Cl)c3C)cc2c1,-20
Cc1cc(C)nc(/N=C(/N)Nc2ccccc2C(F)(F)F)n1,3
COc1cc(/C=C(\C#N)c2nc3ccccc3[nH]2)c(Br)cc1O,-26
COc1cc(CN2CCN(Cc3ccccn3)CC2)cc(OC)c1OC,7
COc1cc(/C=C2\SC(=S)N(NC(=O)c3ccc(Br)cc3)C2=O)ccc1O,-26
O=C(O)C1C2CCC(O2)C1C(=O)N1CCN(c2ccccc2F)CC1 (stereo not drawn),-11
Cc1cc(N2C(=O)NC(=O)/C(=C\c3cccc(F)c3)C2=O)ccc1Br,-4
Cc1cc(NC(=O)c2ccc(-c3cccc(Cl)c3)o2)ccc1NC(=O)c1ccco1,-3
CC(C)c1cc(C=O)cc(C(C)C)c1O,-4
Cc1c(NC(=O)c2nn3c(c2Cl)NC(c2ccc(Cl)cc2)CC3C(F)(F)F)c(=O)n(-c2ccccc2)n1C (stereo not drawn),-6
Cc1ccc(/C=C/C(=O)Nc2cccc(Cl)c2Cl)o1,13
C=C1c2ccc(C)cc2NC(=O)N1CC,-11
CCOCCOCCN1C(=O)c2ccccc2C1=O,-6
CCOC(=O)C1=C(C)N(CCOC)C(=O)/C1=C\c1ccc(O)c(OCC)c1,8
O=C1S/C(=C/c2ccc3c(c2)OCO3)C(=O)N1CN1CCCC1,-2
O=C(c1cccc([N+](=O)[O-])c1)c1ccc2c(c1)C(=O)N(c1ccccn1)C2=O,-4
CCn1ccnc1C(O)(c1ccccc1)c1ccccc1,-8
# Next section
SMILES,DUSP3 inh
O=C1CSC(c2ccc(Cl)c(Cl)c2)N1CCN1CCCCC1 (stereo not drawn),-11
CCc1ccccc1NC(=O)c1ccc(CN(c2cccc(Cl)c2)S(C)(=O)=O)cc1,6
O=C(CSc1nnnn1-c1ccccc1)CSc1nnnn1-c1ccccc1,-11
Nc1ccc(Oc2ccc(N)c(N)c2)cc1,9
O=C(NCC1CCCO1)c1nn2c(c1Cl)NC(c1ccco1)CC2C(F)(F)F (stereo not drawn),0
CCCOc1ccc(N2C(=O)C3C4C=CC(C4=C(C)C)C3C2=O)cc1 (stereo not drawn),-20
COc1cc(NC(=O)C(F)(F)F)c(Cl)cc1NC(=O)c1ccccc1,32
C=CCNC(=O)/C(=C/c1cn(-c2ccccc2)nc1-c1cccc([N+](=O)[O-])c1)NC(=O)c1ccccc1,-13
N#CC(c1ccc(O)cc1)N1CCOCC1 (stereo not drawn),-1
O=C1NCC(c2ccccc2)C1C(=O)N/N=C\c1cc([N+](=O)[O-])cc(Br)c1O (stereo not drawn),-11
COc1ccc(C)cc1NC(=O)c1c(Cl)cccc1Cl,2
CCCC1=NN(C(=O)c2ccc(Br)cc2)C(O)(C(F)(F)F)C1 (stereo not drawn),-7
O=C(Nc1ccccc1O)c1ccccc1I,-3
CCOc1cc(C(=O)NCc2ccccc2OC)cc(OCC)c1OCC,20
CCOC(=O)c1ccccc1NC(=O)CN(c1cccc(Br)c1)S(=O)(=O)c1ccccc1,-29
O=C(CSc1ncc(-c2ccccc2)[nH]1)Nc1ccc(Br)cc1,-10
COc1ccc(OC)c(C2CC(O)(c3ccccc3OC)C(C)C(c3cc(OC)ccc3OC)N2)c1 (stereo not drawn),-6
O=C(O)C1C2CCC(C2)C1C(=O)Nc1nc(-c2ccc(Br)cc2)cs1 (stereo not drawn),0
CSc1ccc(/C=N\NC(=O)c2cnccn2)cc1,-17
N#Cc1c(-c2ccc([N+](=O)[O-])cc2)c2c([nH]c1=S)CCCC2,-9
CC1=NN(c2cccc(C(=O)O)c2)C(=O)/C1=C\c1ccc(N(C)C)cc1,1
COc1cc(NC(=O)COc2ccc(Cl)c(C)c2)ccc1NC(=O)c1ccco1,5
Cn1c(/C=C/c2ccc(Br)cc2)nc2ccccc2c1=O,3
C/C(=N\Nc1ncc(Br)cn1)c1ccc(I)cc1,-14
CCCc1c(C)nc2ccc(C(=O)O)cc2c1SCC(=O)O,-2
# (listing goes on)
SMILES,DUSP3 inh
CCOc1ccc(Nc2cc(C)c3ccccc3n2)cc1,-27
Cc1ccc(-c2nn(-c3cc(N4CCN(CCO)CC4)ccc3[N+](=O)[O-])c(=O)c3ccccc23)cc1C,-24
O=C(CN(CCc1ccccc1)S(=O)(=O)c1ccccc1)Nc1ccc(Cl)cc1Cl,-36
Cc1cc(=O)[nH]c(N/N=C/c2ccc(O)cc2)n1,-36
CCO/C=C1\C(=O)N(CC)c2ccccc21,-12
Cc1ccc(N2C(=O)C=CC2=O)cc1[N+](=O)[O-],35
COc1cccc(OCCOc2ccccc2/C=C2/SC(=S)NC2=O)c1,-14
N#CC(C(=O)O)=C1C2CC3CC(C2)CC1C3,-12
Cc1ccc(-c2nc(-c3ccc(F)cc3)no2)cc1,-11
COc1cc(/C=C2\C=C(c3ccc(Cl)cc3)OC2=O)cc(Br)c1OC,9
COC(=O)C1=C(C)N(C)C(C)=C(C(=O)OC)C1c1ccc(SC)cc1,14
Cc1ccc(CN2CCN(N=Cc3ccc(Br)cc3)CC2)c(C)c1,-10
CC1(C)CC(=O)CC(=Nc2ccccc2N)C1,0
CC(=O)Nc1ccccc1NC(=O)COc1cccc(C)c1,-15
Cc1ccc(S(=O)(=O)n2nnc3ccccc32)c(C)c1,-29
Cc1ccc(C(=O)N2CCN(S(=O)(=O)c3ccccc3[N+](=O)[O-])C2)cc1,-20
CC(c1ccco1)N(C(=O)c1ccc([N+](=O)[O-])cc1)c1ccccn1 (stereo not drawn),-8
O=C(/C=C/c1ccccc1)NC(=S)Nc1ccc(N2CCOCC2)c(Cl)c1,-14
O=C(NC(CO)C(O)c1ccc([N+](=O)[O-])cc1)c1ccc2ccccc2n1 (stereo not drawn),-2
CC/C=N/OC(=O)c1c(F)c(F)c(F)c(F)c1F,-11
O=C(NCC1(c2ccccc2)CCCC1)C(c1ccccc1)c1ccccc1,-12
Cc1nn(-c2ccccn2)c(C)c1Oc1ccccc1O,6
O=C(Nc1cccc2c1C(=O)c1ccccc1C2=O)c1ccc(S(=O)(=O)N2CCCCC2)cc1,6
C=CCN1C(=O)/C(=C\c2ccc3c(c2)OCO3)SC1=Nc1ccccc1,-15
CCN(CC)CCCCCCOc1c(C)cccc1C,-17
# Remaining list, next part:
SMILES,DUSP3 inh
Cc1ccc(Sc2c(C)nn(C(=O)c3cccnc3)c2C)cc1,25
O=c1/c(=C/c2ccccc2Cl)sc2nnc(-c3ccccc3Cl)n12,8
O=Cc1ccc(-c2cccc(OC(F)(F)F)c2)o1,-15
CCOc1cc(OCC)cc(C(=O)Nc2cccc(C(F)(F)F)c2)c1,-3
COc1ccc(/C=C2/C=C(c3ccccc3)OC2=O)c(OC)c1,18
CN1CCN(c2c([N+](=O)[O-])c(=O)n(C)c3ccccc23)CC1,-72
O=C1NC(=S)N/C1=C/c1cccc(OCc2ccccc2)c1,-10
COc1ccc(C(=O)Nc2c(C)cc(C)cc2C)cc1[N+](=O)[O-],-10
O=C(NCc1ccco1)c1ccccc1[N+](=O)[O-],5
Cc1ccc2oc(-c3ccc(NC(=O)c4ccc(-c5ccc(Cl)cc5)o4)cc3O)nc2c1,18
COc1ccc(OC)c(/C=C/C(=O)c2ccc(Cl)cc2)c1,-5
C=CCN1C(=O)NC(=O)/C(=C\c2ccccc2OC)C1=O,-11
CC(=O)CCc1oc2ccc(Cl)cc2c1-c1ccc(C)o1,3
COc1ccc(S(=O)(=O)Nc2ccc(N3CCOCC3)cc2)cc1[N+](=O)[O-],4
COc1ccc(Br)cc1CN1CCN(S(=O)(=O)c2ccc(Cl)cc2)CC1,-37
Cc1ccc(C)n1-c1ccc(C(=O)NN)c(Cl)c1,90*
Cc1ccc(/C=C2\SC(=O)N(CCC(=O)Nc3ccccc3)C2=O)cc1,-42
CCOc1ccccc1N/C=C(/C#N)c1nc(-c2ccc(OC)c(OC)c2)cs1,-21
O=C(O)c1ccccc1C(=O)Nc1ccc2nc(SCc3nc4ccccc4[nH]3)sc2c1,10
O=C(NN1C(=O)C2C3C=CC(C4CC34)C2C1=O)c1cccc(Br)c1 (stereo not drawn),-7
COc1ccc(OCC(=O)N2CCC(C(N)=O)CC2)cc1,-38
Cc1c(C)n(O)c2ccc3nonc3c12,-2
CC(=O)C1(C)N(O)C(C)(C)C(c2ccc(Br)cc2)=[N+]1[O-] (stereo not drawn),-18
CC(C)CCNC(=O)c1cc(Cl)ccc1Cl,-4
O=C(O)c1ccc2c3c(cccc13)C(=O)N(c1cccc3ccccc13)C2=O,-39

# A draw from above in order of count of non-hydrogen atoms, smallest number first.
SMILES,DUSP3 inh
Cc1c(C)n(O)c2ccc3nonc3c12,-2
CC(C)CCNC(=O)c1cc(Cl)ccc1Cl,-4
O=C(NCc1ccco1)c1ccccc1[N+](=O)[O-],5
CC(=O)C1(C)N(O)C(C)(C)C(c2ccc(Br)cc2)=[N+]1[O-] (stereo not drawn),-18
COc1ccc(OC)c(/C=C/C(=O)c2ccc(Cl)cc2)c1,-5
O=C1NC(=S)N/C1=C/c1cccc(OCc2ccccc2)c1,-10
Cc1ccc(Sc2c(C)nn(C(=O)c3cccnc3)c2C)cc1,25
O=c1/c(=C/c2ccccc2Cl)sc2nnc(-c3ccccc3Cl)n12,8
CCOc1cc(OCC)cc(C(=O)Nc2cccc(C(F)(F)F)c2)c1,-3
COc1ccc(Br)cc1CN1CCN(S(=O)(=O)c2ccc(Cl)cc2)CC1,-37
COc1ccc(S(=O)(=O)Nc2ccc(N3CCOCC3)cc2)cc1[N+](=O)[O-],4
O=C(O)c1ccc2c3c(cccc13)C(=O)N(c1cccc3ccccc13)C2=O,-39
CCOc1ccccc1N/C=C(/C#N)c1nc(-c2ccc(OC)c(OC)c2)cs1,-21
Cc1ccc2oc(-c3ccc(NC(=O)c4ccc(-c5ccc(Cl)cc5)o4)cc3O)nc2c1,18

# Continued:
SMILES,DUSP3 inh
O=C(O)CCP(=O)(O)C(O)c1ccccc1 (stereo not drawn),22
Cc1c(NC(=O)c2cccc(F)c2)c(=O)n(-c2ccccc2)n1C,0
CCc1cc(C)nc2cc(-c3ccccc3)nn12,-14
CN1C(=O)C(=Cc2ccc(-c3ccccc3Cl)o2)C(=O)N(C)C1=O,-33
O=C(O)c1ccc2c(c1)C1C=CCC1C(c1cccc([N+](=O)[O-])c1)N2 (stereo not drawn),52
Nc1nnc(SCc2ccc(Br)cc2)s1,-27
COc1ccccc1Cc1noc(-c2ccc(Br)cc2)n1,-18

# Fetched by structure from the entries so far (2):
SMILES,DUSP3 inh
COc1ccccc1Cc1noc(-c2ccc(Br)cc2)n1,-18
CCc1cc(C)nc2cc(-c3ccccc3)nn12,-14

# High-throughput results from PubChem.

# Not all compounds are listed; count on the stated rates, not on these rows.
